ADAM17 inh – inhibits human ADAM17 | P78536 | recombinant ADAM17, EDANS/DABCYL FRET peptide cleavage | inhibition, % at 6.95 µM | actives 0.83% (n = 370,000) | AID 720648;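 active = inhibition above the mean of compounds lying between control limits plus 3 SD, set per campaign, cut at about 8.5% in these data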;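 note: 0% = DMSO-only wells as the low control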
DAX1 inh-1 – NR0B1 (DAX1) inhibition; inhibition, % at 6.75 µM; HEK293 Gal4-DAX1 luciferase reporter, luminescence; AID 504766; actives 0.99% (n = 340,000);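 active = inhibition above the mean over all tested compounds plus 3 SD, cut at about 4.2% in these data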;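 note: 0% = DAX1-transfected cells with DMSO and 100% = empty-vector control cells with DMSO; inhibition shows as a rise in luminescence from relieved DAX1 repression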
ssDAF12 agonist – activators of S. stercoralis DAF-12 nuclear receptor; HEK293 ssDAF-12/GRIP1 lit1-tk-luc reporter, luminescence; % of 3 µM dafachronic acid response; activation, % at 6.8 µM; actives 1% (n = 370,000); AID 652126;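 active = activation above the mean over all tested compounds plus 3 SD, cut at about 0.9% in these data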;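 note: 0% = DMSO-only wells and 100% = 3 µM delta7-dafachronic acid wells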
GAA850 FXN act – activators of GAA850 frataxin (FXN) promoter | HEK293 lucGAA850 FXN promoter luciferase reporter, 24 h; percent of 10 µM SAHA response | activation, % at 6 µM | actives 0.56% (n = 360,000) | AID 540364;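 active = activation above the average of all compounds screened plus 3 SD, cutoff fixed separately per campaign, cut at about 7.5% in these data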;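 note: 0% = DMSO wells and 100% = 10 µM SAHA wells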
PG9 binder – binds the HIV-1 gp120 antibody PG9. TR-FRET gp120-PG9 antibody binding. inhibition, % at 6.7 µM. actives 0.43% (n = 360,000). AID 624416; in the data active = inhibition above about 8.5%
hcDAF-12 act – activates DAF-12 receptor from parasite H. contortus; HEK293 hcDAF-12 lit1-tk-luc reporter, luminescence; 0% DMSO, 100% Δ7-dafachronic acid; activation, % at 6.8 µM; actives 1.4% (n = 370,000); AID 652067;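 active = activation above the mean of all tested compounds plus 3 SD, cut at about 5.5% in these data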;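 note: 100% = response to 3 µM Δ7-dafachronic acid high control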
ADAM10 inh – inhibits human ADAM10 | inhibition, % at 7 µM | actives 0.62% (n = 370,000) | recombinant ADAM10, EDANS/DABCYL FRET peptide cleavage, 3 h | O14672;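 active = inhibition above a per-campaign cutoff equal to the mean of compounds falling between control-based bounds plus 3 SD, cut at about 20% in these data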;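 note: 0% = DMSO wells while the 100% control is not disclosed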
hgDAF-12 ag – activates the H. glycines DAF-12 receptor ligand-binding domain | HEK293 GAL4-hgDAF12 UAS-luciferase reporter, agonist luminescence; normalized to butyrate control | activation, % at 6.8 µM | actives 1.8% (n = 370,000) | AID 687014;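 active = activation above a cutoff set at the mean of all screened compounds plus 3 SD, cut at about 10% in these data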;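 note: 0% = DMSO wells and 100% = sodium butyrate wells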
DAX1 inh-2 – inhibitors of DAX1 repression of SF-1 activated StAR promoter; HEK293T StAR-luciferase reporter, SF-1/DAX-1 repression relief; inhibition, % at 6.8 µM; actives 1.1% (n = 370,000); AID 652010;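 active = inhibition above the mean over all tested compounds plus 3 SD, cut at about 3.6% in these data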;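 note: 0% = DAX-1 cells with DMSO and 100% = cells lacking DAX-1 with DMSO; higher inhibition means more luminescence from relief of DAX-1 repression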
SMARCA2 activ – increases SMARCA2 function in MMTV reporter cells; MG213 cells, MMTV-luciferase reporter, dexamethasone, overnight; activation, % at 9.1 µM; actives 1% (n = 370,000); AID 652017; in the data active = activation above about 7.8%;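 note: 0% = vehicle wells and 100% = reference activator wells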
GC-A act – GC-A (human) enzyme activation | AID 1671463 | HEK293 GC-A cells, cGMP TR-FRET, EC30 ANP; 0% at EC30 ANP, 100% saturating ANP | P16066 | activation, % at 10 µM | actives 0.14% (n = 370,000); in the data active = activation above about 40%
Target sequence (P16066 whole entry, looked up): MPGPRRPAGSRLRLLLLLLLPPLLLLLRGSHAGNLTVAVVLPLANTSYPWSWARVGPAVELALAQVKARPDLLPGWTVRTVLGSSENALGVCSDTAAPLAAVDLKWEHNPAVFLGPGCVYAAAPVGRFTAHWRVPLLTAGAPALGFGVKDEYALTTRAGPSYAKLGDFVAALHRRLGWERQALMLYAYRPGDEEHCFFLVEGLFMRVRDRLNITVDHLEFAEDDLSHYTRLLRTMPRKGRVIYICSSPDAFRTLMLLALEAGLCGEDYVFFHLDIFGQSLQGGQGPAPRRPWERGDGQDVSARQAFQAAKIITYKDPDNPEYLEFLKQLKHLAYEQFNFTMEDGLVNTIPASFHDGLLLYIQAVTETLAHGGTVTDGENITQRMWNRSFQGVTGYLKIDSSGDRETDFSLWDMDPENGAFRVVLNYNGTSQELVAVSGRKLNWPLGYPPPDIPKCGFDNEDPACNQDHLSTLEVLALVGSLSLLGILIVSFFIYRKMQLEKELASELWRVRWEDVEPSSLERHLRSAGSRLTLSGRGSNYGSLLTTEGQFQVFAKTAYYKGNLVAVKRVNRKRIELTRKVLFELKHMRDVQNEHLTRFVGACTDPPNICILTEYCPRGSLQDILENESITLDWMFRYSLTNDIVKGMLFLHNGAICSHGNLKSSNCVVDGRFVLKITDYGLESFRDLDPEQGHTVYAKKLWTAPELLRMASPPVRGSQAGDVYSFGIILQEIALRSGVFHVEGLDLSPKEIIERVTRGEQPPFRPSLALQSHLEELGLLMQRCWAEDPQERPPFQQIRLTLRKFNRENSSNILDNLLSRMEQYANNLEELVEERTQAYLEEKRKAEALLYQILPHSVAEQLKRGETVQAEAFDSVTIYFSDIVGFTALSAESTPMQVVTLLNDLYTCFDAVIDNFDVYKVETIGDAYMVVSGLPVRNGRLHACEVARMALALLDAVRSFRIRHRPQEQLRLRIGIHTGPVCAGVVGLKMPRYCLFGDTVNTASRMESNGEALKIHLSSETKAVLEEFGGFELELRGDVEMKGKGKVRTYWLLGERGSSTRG
* hit, by the source's call; i = inactive; . = not tested or not shown; & = joins results of further samples.

SMILES | ADAM17 inh | DAX1 inh-1 | ssDAF12 agonist | GAA850 FXN act | PG9 binder | hcDAF-12 act | ADAM10 inh | hgDAF-12 ag | DAX1 inh-2 | SMARCA2 activ | GC-A act
Cc1ccc(/C=C/C(=O)O)cc1S(=O)(=O)N1CCCc2ccccc21 | -2 | 1.1 | -0.8 | 2.3 | 0.8 | -0.5 | 1 | 2.5 | 0.5 | 3 | 4
COc1ccc(C(C(=O)NC2CCCCC2)N(C(=O)c2csnn2)C2CC2)cc1 (stereo not given) | 2 | 2.7 | -0.5 | -1.7 | -0.9 | 1.4 | 1 | 1.1 | -0.3 | -2 | -14
Cc1ccccc1NS(=O)(=O)c1cc(C(=O)NCc2ccncc2)ccc1Cl | 2 | 0.4 | -1.2 | -0.7 | -0.8 | -1.8 | 5 | 0.6 | -0.2 | 0 | 0
Cc1cccc(C(=O)NCC(=O)OCC(=O)N2CCc3ccccc32)c1 | -2 | 1.9 | -1.2 | -0.5 | 2.4 | 0.3 | -1 | 2.0 | 0.2 | 0 | 0
CCOc1ccc(CN(C)CC(=O)NNC(=O)c2ccc(Cl)cc2)cc1OC | -2 | -1.2 | -1.6 | 1.2 | 1.9 | -0.8 | 6 | -2.7 | -0.3 | -4 | 0
COc1ccccc1CNC(=O)CCc1cn(C)c2ccccc12 | 2 | -0.5 | -1.3 | 0.6 | -2.4 | -0.7 | 2 | -3.3 | -0.1 | 0 | -4
COc1ccc(NC(=O)CN2CCN(CC(=O)Nc3ccc(OC)c(OC)c3)CC2)cc1 | 3 | 0.1 | -0.7 | 0.2 | -0.6 | 0.6 | 2 | 1.6 | 1.2 | 0 | 0
COCCCNC(=O)C[C@H]1C[C@H](C(=O)N(C(C)C)C(C)C)[C@@]2(C)c3[nH]c4cc(-c5ccco5)ccc4c3CCN2C1=O | -142 | -1.8 | -1.3 | -1.5 | 2.2 | -2.1 | i | -2.9 | -1.6 | 0 | -1
COc1cc(-c2noc(C)c2C(=O)NCCc2cccs2)cc(OC)c1OC | 0 | 0.5 | -1.0 | -1.8 | 0.7 | 0.0 | 4 | 0.3 | -0.3 | 0 | -10
COc1ccccc1/C=C(\NC(=O)c1ccccc1)C(=O)NCc1ccco1 | -1 | -1.2 | -0.8 | -1.9 | -2.7 | 0.3 | 3 | -2.0 | -0.2 | -2 | 2
C=C(C)c1cccc(C(C)(C)NC(=O)N2CCN(CC)CC2)c1 | 0 | 1.6 | -0.1 | 1.1 | -1.0 | -0.3 | 8 | -2.0 | 0.7 | 3 | 2
CCOc1ccc(C(=O)NC(=S)Nc2ccc(N3CCOCC3)c(Cl)c2)cc1[N+](=O)[O-] | 5 | -1.9 | -1.2 | 2.8 | -2.6 | -3.5 | 15 | -0.4 | -0.8 | -4 | -2
CC[n+]1c(/C=C(\C)Nc2ccccc2)sc2ccccc21 | -5 | -1.1 | -1.2 | 0.3 | -1.6 | -1.0 | -2 | -0.4 | 1.0 | -2 | -2
COc1ccc(N/N=C(\C#N)C(=N)N2CCCCC2)cc1 | -1 | 6.4* | -0.8 | 3.1 | -4.1 | 0.8 | -8 | 9.7 | 0.3 | 3 | 7
COc1ccc(C(=O)C(=O)N2CCN(c3ccccc3F)CC2)cc1 | -2 | . | -0.5 | . | -1.6 | -1.2 | -9 | 0.5 | -0.6 | -4 | 3
CC(/C=N/NC(=O)c1cccnc1)=C\c1ccco1 | -5 | -1.0 | -1.2 | 1.0 | -7.7 | 0.0 | -11 | 1.5 | 0.2 | 2 | -3
Cc1ccc(C(=O)OCC(=O)Nc2sccc2C(N)=O)cc1NC(=O)c1ccco1 | -6 | -1.6 | -1.2 | -1.9 | 7.2 | 0.9 | -11 | -0.6 | -0.2 | 1 | 4
CC(CN1CCOCC1)OC(=O)C1COc2ccccc2O1 (stereo not given) | -3 | 0.8 | -1.4 | -0.8 | 0.2 | -2.3 | 2 | -3.0 | -0.8 | -3 | 4
Cc1ccc(OCC(=O)Nc2ccc(CN3CCOCC3)cc2)cc1 | -2 | -0.4 | -1.2 | -0.2 | -0.6 | -0.8 | -2 | -2.6 | 1.5 | -2 | 2
CNc1cncc(-c2ccc(F)c(F)c2)n1 | i | . | -1.6 | 2.7 | -0.5 | -1.7 | i | 5.2 | 1.1 | -3 | 3
COc1ccc(N=N/C(=C\O)C(=O)c2cccs2)cc1 | -3 | -0.4 | -1.0 | 2.2 | -1.8 | -0.4 | -6 | 8.9 | -0.3 | 5 | -4
CCc1ccccc1NS(=O)(=O)c1c(C(=O)N2CCCCCC2)c(C)n(C)c1C | -4 | 0.1 | -1.2 | 0.7 | 1.9 | 0.9 | -2 | 2.6 | -0.5 | -2 | 1
Cc1ccccc1CNC(=O)CN1CCCc2ccccc21 | 3 | . | -0.7 | . | . | -0.2 | 1 | -0.1 | -0.7 | 3 | -5
COc1ccc(NC(=O)CSc2nnc(-c3n[nH]c4c3CCC4)n2N)cc1OC | 0 | . | -1.5 | . | . | -0.9 | -93 | 3.5 | -1.4 | -1 | 7
O=C(c1cc(C2CC2)nc2ccccc12)N1N=C(C(F)F)CC1(O)C(F)F (stereo not given) | -3 | 0.6 | -1.2 | -0.7 | 1.3 | -0.9 | 2 | 0.8 | -0.8 | 0 | 1

Additional results follow:
SMILES | ADAM17 inh | DAX1 inh-1 | ssDAF12 agonist | GAA850 FXN act | PG9 binder | hcDAF-12 act | ADAM10 inh | hgDAF-12 ag | DAX1 inh-2 | SMARCA2 activ | GC-A act
CCC(=O)N1CCc2cc(S(=O)(=O)CCC(=O)NCc3ccccc3OC)ccc21 | -2 | -0.4 | -0.6 | 1.4 | -0.3 | 0.2 | 1 | 1.8 | -0.4 | 1 | -4
CSc1ncnc2c1ncn2CCCNCc1ccccc1 | -3 | 4.0 | -1.1 | 1.6 | -0.7 | 0.1 | -5 | -1.3 | 0.3 | -3 | -4
O=S(=O)(c1ccc(Br)cc1)N1CCN(c2ccc3nnc(-c4ccccc4)n3n2)CC1 | -3 | 0.4 | -0.9 | 0.7 | -1.2 | 0.7 | -9 | 0.7 | -0.8 | -1 | 1
Cn1cc([N+](=O)[O-])c(C(=O)NC2CCCCCC2)n1 | 2 | 0.1 | -0.8 | 1.7 | 2.1 | 1.2 | -2 | 0.1 | -0.2 | -1 | 3
COc1ccccc1C(=O)NCC(=O)N/N=C/c1cn[nH]c1-c1ccccc1 | -7 | -1.9 | -0.3 | -0.4 | -3.2 | 1.3 | -11 | -3.6 | -0.9 | -3 | -5
CC(C1CC1)N(Cc1ccccc1)C(=S)Nc1ccccc1Cl (stereo not given) | 0 | 2.1 | -1.2 | 1.8 | 0.3 | -1.8 | 3 | -0.3 | -0.3 | -4 | -48
Cc1ccc2nc(-c3ccc(F)cc3)c(CC3CCCCC3)n2c1 | -10 | . | 1.5* | . | -1.3 | 9.7* | -52 | 14* | 6.6* | 4 | 7
COc1ccc(C(=O)C2CCCN(S(=O)(=O)N(C)C)C2)c(C)c1 (stereo not given) | 0 | 0.3 | -1.6 | 1.0 | 0.6 | -2.5 | 2 | -2.7 | 0.0 | -3 | -5
Cc1ccc(C(=O)N2CCCN(c3nc4cc5c(cc4cc3C#N)OCO5)CC2)cc1 | -246 | -1.7 | -1.0 | 2.8 | 1.1 | -1.7 | i | 0.1 | -0.6 | -2 | 4
CCCCNC(=O)OC(C)CNC(=O)OC (stereo not given) | -6 | 0.2 | -1.3 | 1.6 | 1.1 | -0.3 | -4 | -0.1 | 0.1 | -2 | 7
CCCCN(C(=O)c1cc(S(=O)(=O)N2CCCCCC2)ccc1OC)c1c(N)n(CCC)c(=O)[nH]c1=O | 5 | 2.0 | -1.4 | 1.8 | 1.0 | -0.9 | 6 | 2.7 | 0.9 | -3 | -1
Cc1ccc(OCCCn2c(=O)sc3ccccc32)cc1 | -2 | 1.1 | -1.1 | 2.5 | -2.2 | -0.7 | 1 | 2.6 | -0.7 | 0 | -1
O=C(CN1c2ccccc2Sc2ccccc21)NNC(=S)Nc1ccc(Cl)cc1 | 7 | -0.7 | -1.4 | 0.8 | -0.2 | -1.5 | 15 | -1.3 | -0.8 | -4 | 3
CCOC(=O)N1CCC(NC(=O)C2CCCN(Cc3nc(-c4cccc(C)c4)oc3C)C2)CC1 (stereo not given) | -2 | -1.5 | -1.9 | 0.4 | -1.5 | -5.7 | 9 | -5.7 | -1.2 | -7 | 4
Cc1cc(=O)oc2cc(OC(C)C)ccc12 | -113 | 3.1 | -1.9 | -1.1 | -0.9 | -2.0 | -464 | -1.7 | -0.7 | 1 | -2
O=c1c2sc3nc(N4CCOCC4)c4c(c3c2ncn1C(c1ccccc1)c1ccccc1)CCCC4 | -7 | 0.4 | -1.7 | 0.6 | 1.0 | -1.1 | -15 | 0.2 | -0.1 | 1 | 1
COc1ccc2c(C(=O)CN3CCN(CCO)CC3)c[nH]c2c1 | -1 | -1.0 | -0.2 | -0.1 | -2.6 | 1.0 | -5 | 2.2 | 0.2 | 4 | 6
CC(=O)Nc1nc(C)c(CCC2OCCO2)c(=O)[nH]1 | 0 | -0.1 | -1.4 | 0.5 | -2.4 | -1.9 | 3 | 1.3 | -0.1 | 0 | 1
Cc1ccc(-c2nn3c(C)nnc3c3ccccc23)cc1S(=O)(=O)NC(C)(C)CO | -9 | 0.1 | -0.9 | 6.8 | -0.4 | -0.3 | -14 | -5.5 | -0.7 | 1 | 1
COc1ccc(NC(=O)C2CCC(CNc3c(N4CCCCC4)c(=O)c3=O)CC2)cc1OC (stereo not given) | -1&-2 | 2.0&0.9 | -1.0&-1.5 | -0.9&0.9 | 1.6&-0.5 | -0.2&-1.0 | -4&-9 | -1.0&1.6 | 0.8&-0.9 | -6&-1 | -2&-2
O=C(NNC(=O)c1cccs1)c1ccco1 | -2 | 2.7 | -1.9 | 1.2 | 2.9 | -1.7 | -2 | -2.1 | -0.9 | -3 | -2
O=C1CSC(=S)N1N=Cc1cccc2ccccc12 | -7 | 0.1 | 0.0 | -0.6 | -0.2 | 1.2 | -10 | -0.4 | -0.2 | -3 | -1
O=C(C[n+]1cc(-c2ccc(Cl)cc2)n2c1CCC2)Nc1nc(-c2ccccc2)cs1 | -3 | 4.8* | 0.1 | 0.9 | 0.7 | 0.0 | -2 | 4.6 | 0.4 | -1 | -2
CSc1n[nH]c(-c2sccc2OCc2ccc(C)cc2)n1 | -4 | 2.0 | -1.3 | 0.0 | -0.6 | -0.8 | -1 | -0.6 | -1.1 | -3 | 14

Some of the entries so far, tab-delimited.
smiles	ADAM17 inh	DAX1 inh-1	ssDAF12 agonist	GAA850 FXN act	PG9 binder	hcDAF-12 act	ADAM10 inh	hgDAF-12 ag	DAX1 inh-2	SMARCA2 activ	GC-A act
COc1ccc(C(C(=O)NC2CCCCC2)N(C(=O)c2csnn2)C2CC2)cc1 (stereo not given)	2	2.7	-0.5	-1.7	-0.9	1.4	1	1.1	-0.3	-2	-14
Cc1ccccc1NS(=O)(=O)c1cc(C(=O)NCc2ccncc2)ccc1Cl	2	0.4	-1.2	-0.7	-0.8	-1.8	5	0.6	-0.2	0	0
Cc1cccc(C(=O)NCC(=O)OCC(=O)N2CCc3ccccc32)c1	-2	1.9	-1.2	-0.5	2.4	0.3	-1	2.0	0.2	0	0
